# esBAF inh: inhibitors of esBAF chromatin remodeling in mouse ES cells | reporter increase, % at 12.5 µM | Bmi1-luciferase knock-in reporter, 24 h; 100% = twice the neutral-well signal | hit rate 2% among 350,000; in the data active = activation above about 40%; inconclusive = no clear call, values can overlap the other calls;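 also: 0% = median of the plate's neutral control wells and 100% = double that signal; a rise in the Bmi1 reporter signal indicates esBAF inhibition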
# S100A4 MyoIIA: inhibitors of human S100A4 binding to myosin IIA peptide | S100A4/TAMRA-MyoIIA peptide fluorescence polarization | P26447 | inhibition, % at 10.7 µM | hit rate 0.14% among 360,000;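 active = mean inhibition of at least 70% across replicates, with every replicate also reaching that level; inconclusive = mean inhibition reaches 70% but some replicates fall short; inactive = mean inhibition below 70%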
# Target sequence (P26447 whole entry, looked up): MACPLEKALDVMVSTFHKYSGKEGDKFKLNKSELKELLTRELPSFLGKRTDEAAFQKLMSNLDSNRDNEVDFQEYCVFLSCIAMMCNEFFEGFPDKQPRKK
#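 Test system: S100A4 monomer protein. Medium: HEPES buffer with Ca2+, pH 7.2. Reagent: fluorescent myosin IIA peptide, 5 nM. Compound dosing: single-point compound testing. Timing: 5 min between mix addition and reading. Benchmarks: DMSO neutral and TFP positive wells.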
# FN deposit inh: fibronectin deposition inhibition; inhibition, % at 12.6 µM; AH1F fibroblasts, Alexa488-fibronectin deposition fluorescence, overnight; hit rate 0.086% among 350,000;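 active = mean inhibition across replicates of 30% or more, regardless of how many single replicates reach that level; inconclusive = mean under 30% yet at least half of replicates reach 30%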;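 also: positive control wells lacked labelled fibronectin entirely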
#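 Schedule: 1 h cell adhesion before compound, then overnight fibronectin incubation; test system: AH1F fibroblast monolayer depositing Alexa488-labelled fibronectin into matrix; quantity: 10000 AH1F cells per well; probe or stimulus: fluorescent fibronectin at 24 nM final; signal: fluorescence, ex 485 nm, em 525 nm; evaluation: percent inhibition as loss of matrix-bound fibronectin fluorescence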
# E-sel inducer: E-selectin induction on HUVECs; P16581; HUVEC E-selectin immunofluorescence imaging; normalized: neutral wells 0, TNF-alpha wells 100; activation, % at 7.58 µM; hit rate 0.37% among 260,000;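 active = mean E-selectin-positive cell signal at least 10% of the positive control, reached in at least 60% of replicates, without over 20% cell loss; inconclusive = no rule given, readout overlaps actives, possibly toxicity-flagged; inactive = the rest, including those meeting only one limit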;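 also: in these data hits start at about 27%; measured in HUVEC primary endothelial cells; signal is the percent of cells scored E-selectin positive by PE staining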
#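 Test system: HUVEC | Signal: Immunofluorescence imaging | Read-out: Percent E-selectin-positive cells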
# EWS-Fli inh: inhibitors of EWS/Fli oncoprotein transcriptional activity; inhibition, % at 12.6 µM; AID 651661; A673 NR0B1-luciferase reporter, viability-normalised; hit rate 0.67% among 350,000;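 active = mean inhibition of at least 50% after viability correction, with every replicate also passing that limit; inconclusive = mean reaches 50% but only one of two replicates passes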;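 also: firefly luciferase signal divided by Alamar Blue viability fluorescence both relative to DMSO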
# RAD52 anneal inh: inhibitors of human RAD52 DNA annealing. AID 651710. hit rate 0.46% among 360,000. P43351. inhibition, % at 18.7 µM. recombinant RAD52 DNA annealing, FRET fluorescence;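 active = every replicate showing at least 50% inhibition; inconclusive = mean inhibition at least 50% but not in every replicate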
# RAD54 branch: blocks human RAD54 Holliday junction branch migration; FAM/BHQ fluorescence; AID 602329; inhibition, % at 10.4 µM; hit rate 0.14% among 360,000;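 active = mean normalized replicate activity at least 40 and at least half of replicates scoring 40 or more; inconclusive = only one of the two criteria met; inactive = mean below 40 and under half of replicates reaching 40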;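 also: 0% = median of neutral control wells and 100% = median of positive control wells; inhibitors cause a drop in the FAM fluorescence signal; in these data hits start at about 50%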
# Target sequence (Q92698 whole entry, looked up): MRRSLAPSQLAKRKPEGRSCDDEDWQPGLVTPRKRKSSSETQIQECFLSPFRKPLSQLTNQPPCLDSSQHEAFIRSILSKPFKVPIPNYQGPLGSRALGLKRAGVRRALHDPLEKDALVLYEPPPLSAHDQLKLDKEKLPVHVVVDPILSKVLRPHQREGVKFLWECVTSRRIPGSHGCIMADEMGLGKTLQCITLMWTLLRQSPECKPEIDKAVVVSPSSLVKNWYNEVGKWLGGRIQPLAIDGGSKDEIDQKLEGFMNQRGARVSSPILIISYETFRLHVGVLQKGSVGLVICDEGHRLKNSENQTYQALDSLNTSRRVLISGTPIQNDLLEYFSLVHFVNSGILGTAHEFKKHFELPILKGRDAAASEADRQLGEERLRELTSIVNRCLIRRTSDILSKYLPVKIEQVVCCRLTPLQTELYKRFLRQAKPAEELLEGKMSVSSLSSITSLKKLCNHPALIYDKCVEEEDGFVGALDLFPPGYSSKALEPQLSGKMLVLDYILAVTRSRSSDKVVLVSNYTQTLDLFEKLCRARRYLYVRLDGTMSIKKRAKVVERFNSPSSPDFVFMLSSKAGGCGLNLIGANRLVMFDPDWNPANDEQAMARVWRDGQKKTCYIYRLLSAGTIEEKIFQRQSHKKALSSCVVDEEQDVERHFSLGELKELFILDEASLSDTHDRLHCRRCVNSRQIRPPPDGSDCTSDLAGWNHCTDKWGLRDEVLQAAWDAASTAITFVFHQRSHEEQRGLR
# Xi reactivation: reactivates the inactive X chromosome in mouse fibroblasts | XiGFP mouse fibroblasts, % GFP-positive cells imaging, 3 d; cells co-treated with 5-aza-dC sensitizer; scaled so ellipticine positive control = 100% | activation, % at 7.58 µM | hit rate 0.055% among 360,000;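 active = mean normalized replicate activation at least 10% and every replicate at or above 10%; inconclusive = only one of the two criteria met; inactive = mean below 10% and not all replicates reach 10%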;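 also: 0% = median of on-plate neutral control wells and 100% = ellipticine 6 µM median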
#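 Material: SV40-immortalized XiGFP fibroblast cells, line 68-5-11 | Buffer or medium: DMEM containing 5-aza-dC | Dosing: One concentration, pinned | Times: 3 d treatment, 15 min room-temperature fixation | Controls: Ellipticine 6 µM positive control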
# Numbers without * were called inactive; ? = inconclusive; . = not tested or not shown.
SMILES,esBAF inh,S100A4 MyoIIA,FN deposit inh,E-sel inducer,EWS-Fli inh,RAD52 anneal inh,RAD54 branch,Xi reactivation
CCCC(=O)N1CCC2(CC1)CN(C(=O)c1ccc(F)cc1)[C@@H](CO)c1[nH]c3cc(OC)ccc3c12,.,-7.3,.,-0.2,-4.0,8.2,.,-0.1
COCC(=O)N1CCc2ccc(NC(=O)c3ccccc3Cl)cc2C1,5.8,-3.5,-0.6,-0.2,-19.8,-5.5,1.5,0.0
C=CCNC(=S)Nc1ccc(N2CCOCC2)c(S(=O)(=O)Nc2ccccc2Cl)c1,-12.3,-5.2,7.9,2.6,10.2,-53.3,-1.5,0.0
C[C@H]1CN([C@@H](C)CO)S(=O)(=O)c2ccc(-c3cccnc3)cc2O[C@@H]1CN(C)C(=O)CC1CC1,-3.2,0.7,.,-0.1,-13.2,1.8,8.9,-0.8
Cc1ccc(S(=O)(=O)N[C@H]2CC[C@@H](CC(=O)O)O[C@@H]2CO)cc1,-2.2,-31.1,.,0.1,1.4,-0.7,-3.0,0.6
COc1ccc(CNC(=S)Nc2ccc(-c3ccccc3)cc2)cc1,10.4,-3.9,.,.,0.9,-27.5,4.5,0.0
C/C=C/c1ccc([C@H]2[C@@H](CO)N3C(=O)CN(C(=O)c4cnccn4)C[C@@H]23)cc1,.,-2.7,.,0.6,.,-5.0,.,0.4
C=CCOc1ccc(CN(C)CC(=O)Nc2ccccc2[N+](=O)[O-])cc1,-9.9,-0.9,6.0,6.7,6.4,-5.5,1.8,0.3
CCCCC[C@@H]1CCCCC[C@H](O)C[C@@H](O)[C@@H](O)/C=C/C(=O)O1,.,-6.1,2.8,-5.0,4.6,-18.3,.,0.0
Cc1cc(C)cc(NC(=O)N2C3CCCC2CC(NC(=O)C2CC2)C3)c1 (stereo unspecified),-4.9,-22.6,5.1,1.2,0.4,-12.8,-1.2,0.3
COc1cccc(CN(Cc2cccnc2)S(=O)(=O)c2ccc(-n3cnnn3)c(C)c2)c1,0.5,-2.5,.,.,6.9,-4.7,-5.6,.
Cc1cccc(C)c1NC(=O)C1CCN(S(C)(=O)=O)CC1,-5.0,-9.2,-1.3,.,5.9,3.2,0.3,0.0
CNc1cncc(-c2cccc(C(C)=O)c2)n1,5.1,1.2,15.9,0.1,-8.3,-17.5,1.7,0.1
C[C@H](CO)N1C[C@H](C)[C@@H](CN(C)Cc2ccc(Oc3ccccc3)cc2)Oc2c(NC(=O)Nc3ccccc3)cccc2C1=O,3.4,-0.1,.,.,3.9,7.0,2.7,-0.1
Cn1c(=O)c2[nH]c(N3CCN(c4ccccc4)CC3)nc2n(C)c1=O,24.8,1.4,-0.4,.,-4.5,-4.3,-7.5,0.0
COc1ccc(-c2c(C#Cc3ccsc3)c3cc(-c4ccc(OC)nc4)ccc3n2C)cc1,-5.6,-4.1,11.9,0.0,-7.3,-182.7,8.3,0.0
COC(=O)c1ccccc1NC(=O)NC1CCC(C)CC1 (stereo unspecified),.,-2.2,6.3,.,-40.5,-2.2,.,0.0
CCN(Cc1ccccc1)S(=O)(=O)c1cc(C(=O)NCCCN(C)C)ccc1OC,-2.4,1.8,0.2,5.1,-0.5,-5.0,-5.6,-0.1
CC1(C)CCCC2=C1CC1C(=O)N(N)C(=O)C1C2 (stereo unspecified),.,-1.0,-0.9,.,3.0,-7.7,.,0.2
Cc1cccc(N(C)C(=O)CN2C(=O)COc3ccc(S(=O)(=O)N4CCCCCC4)cc32)c1,16.0,-4.8,3.1,.,4.3,9.6,-2.8,0.0
C[C@H]1CN([C@@H](C)CO)C(=O)c2cccc(NS(=O)(=O)c3ccc(Cl)cc3)c2O[C@H]1CN(C)C(=O)Nc1ccc2c(c1)OCO2,-4.5,-2.9,-1.1,-4.2,14.9,1.8,-0.6,-0.1
COC(=O)[C@]12C[C@H](CC(=O)NCCC(C)C)C(=O)N(CCC3=CCCCC3)C1=C[C@H](C(C)(C)C)O[C@@H]2C,.,-1.9,1.5,-0.3,3.0,-1.4,.,0.1
COc1c(C)cc(Br)cc1C(=O)NCc1cccnc1,-5.1,2.4,.,.,-0.2,-12.4,-2.0,.
CCN1CCN(S(=O)(=O)c2ccc(Cl)c(C(=O)NC3CCC(C)CC3)c2)CC1 (stereo unspecified),3.6,1.5,-0.6,-0.3,0.4,-1.8,-5.3,-0.1
CC1CCCN(C(=O)CSc2nnc(-c3ccco3)n2C)C1 (stereo unspecified),2.8,-2.1,9.0,-0.3,-3.3,-14.0,-6.6,0.0
SMILES,esBAF inh,S100A4 MyoIIA,FN deposit inh,E-sel inducer,EWS-Fli inh,RAD52 anneal inh,RAD54 branch,Xi reactivation
CC(NCC(O)COCCC12CC3CC(CC(C3)C1)C2)c1ccccc1 (stereo unspecified),.,-3.5,24.2,0.1,49.3,54.8*,17.7,0.5
CC(=O)N(CCC(Cc1ccccc1)c1ccco1)Cc1ccco1 (stereo unspecified),0.9,-0.7,2.0,0.1,1.7,-44.9,-0.3,0.0
CC1CCCCN1C(=O)COC(=O)CNC(=O)c1sc2ccccc2c1Cl (stereo unspecified),.,1.4,2.7,0.0,-2.4,-11.3,.,0.3
O=C(c1ccc2c(c1)OCO2)N1C[C@H]2[C@@H](c3ccccc31)[C@H](CO)N2Cc1cccnc1,-1.8,8.4,12.0,0.5,-2.8,-9.4,6.6,-0.1
CC1CCC(NC(=O)C2(C)CCC(=O)N2Cc2cccnc2)CC1 (stereo unspecified),-40.1,-0.5,3.2,4.3,-2.7,-2.4,-11.2,0.4
O=C(Nc1ccc(Cl)cc1F)C1CCN(S(=O)(=O)c2cccc3nonc23)CC1,-6.3,-0.9,-1.2,0.7,2.3,-12.5,-4.3,0.4
CN1CCCC(C(=O)Nc2cccc(Cl)c2)CC1 (stereo unspecified),-6.0,1.8,-6.6,.,-11.0,0.5,-8.9,-0.1
N#CN=CN1CC=C(c2ccc(Cl)cc2)CC1,.,-11.5,-0.7,-0.3,5.0,-2.4,.,0.1
COc1cccc(C(=O)Nc2ccc3c(c2)C(=O)N(C)C[C@@H](OC)[C@H](C)CN(C)[C@@H](C)CO3)c1,-8.3,5.9,-4.9,0.0,7.2,9.0,15.2,0.0
COc1ccc(/C=C2\SC(N)=NC2=O)cc1Cl,-1.1,-2.8,5.9,-0.1,1.4,-18.2,3.1,0.0
O=S(=O)(Nc1cc(S(=O)(=O)N2CCCC2)ccc1O)c1ccc(Cl)s1,-1.5,-10.5,-8.2,0.0,-2.7,-5.6,-2.2,0.0
C[C@@H]1CCCCO[C@H](CN(C)C(=O)CCCN(C)C)[C@H](C)CN([C@@H](C)CO)C(=O)c2cc(N(C)C)ccc2O1,-1.4,9.9,.,0.9,-0.9,8.2,1.9,0.0
CNC[C@@H]1OCCCC[C@@H](C)Oc2ccc(NS(=O)(=O)c3c(C)noc3C)cc2C(=O)N([C@H](C)CO)C[C@@H]1C,-3.1,.,.,2.6,-4.6,.,2.4,-1.0
CC(C)CNS(=O)(=O)c1cc2c3c(c1)CC(=O)N3CCC2,1.3,0.5,2.0,5.3,10.2,-23.3,-18.1,0.3
CCC(=O)Nc1ccc2c(c1)OC[C@H](C)N(C(=O)c1cnccn1)C[C@@H](C)[C@@H](OC)CN(C)C2=O,-3.7,4.4,-8.3,-0.1,8.9,9.1,-3.1,1.1
COc1ccc(Br)cc1/C=C1\Oc2ccccc2NC1=O,-5.8,-0.8,1.1,0.0,15.3,-12.8,3.6,0.2
CCOC(=O)c1c(-c2ccc(F)cc2)csc1NC(=O)CCN1CCOCC1,.,.,7.8,-0.2,.,.,-2.8,0.0
C[C@@H]1CN([C@@H](C)CO)C(=O)CCCn2cc(nn2)CO[C@@H]1CN(C)C(=O)Nc1ccc(F)cc1,3.3,-5.9,-3.5,0.7,1.4,18.8,1.4,-0.5
Nc1nnc(C2CCCC2)s1,-0.6,0.0,.,.,10.2,9.4,-9.9,.
Cc1ccccc1S(=O)(=O)NCC[C@H]1CC[C@H](NC(=O)Nc2cccc(F)c2)[C@@H](CO)O1,0.5,14.7,-3.9,0.0,5.2,1.6,2.4,0.0
O=C(CSc1ccsc1[N+](=O)[O-])N1CCCCCC1,.,-1.3,-6.7,-0.2,1.4,-15.6,.,0.0
COc1ccc(C(CNS(=O)(=O)c2ccc(F)cc2)N2CCN(C)CC2)cc1 (stereo unspecified),-3.8,-0.8,4.2,-0.2,5.9,-3.6,0.7,0.1
Cc1ccc(NCC(=O)Nc2ccc(Br)cc2)cc1C,29.4,0.7,-3.8,.,-12.1,-28.7,2.5,0.1
CC1CC(=O)Nc2ccccc2N1C(=O)CSc1ncnc2sccc12 (stereo unspecified),-3.0,-2.2,1.7,-0.7,8.0,3.7,5.7,0.4
CC(=O)c1cccc(N2C(=O)C3C4CCC(C4=C(C)C)C3C2=O)c1 (stereo unspecified),-5.7,.,2.6,-0.9,.,.,.,-0.1
SMILES,esBAF inh,S100A4 MyoIIA,FN deposit inh,E-sel inducer,EWS-Fli inh,RAD52 anneal inh,RAD54 branch,Xi reactivation
CC(=O)N1CC2(C1)[C@H](c1ccccc1)[C@H](CO)N2Cc1ccccc1,.,-0.4,.,0.0,1.8,.,.,0.1
Cc1cccc(NCc2ccc(Br)cc2)n1,?,-3.6,-2.9,.,-80.8,-14.4,-9.6,0.1
CSc1ncc(F)c(N(CCO)CCO)n1,-9.7,.,4.5,0.3,.,.,-2.1,0.1
CCn1c(NCc2ccco2)nc2ccccc21,.,-3.9,-1.1,-0.5,7.9,-8.6,.,0.3
Cc1cccc(OCCCCc2c(C)n[nH]c2C)c1C,3.5,1.5,.,.,5.6,2.3,-6.5,.
CN(CC(=O)Nc1cccc(C(F)(F)F)c1)Cc1ccccc1,-7.5,-5.3,-2.8,.,2.1,-9.5,1.0,0.0
Cc1ccc(-c2nc3c4ccccc4ccn3c2Cc2ccccc2)cc1,8.0,-8.5,-5.1,.,-11.0,-73.4,-0.2,0.3
CC(C)NC(=O)c1ccc(C(C)C)cc1,2.5,5.3,2.2,-0.1,-25.7,-8.9,8.2,0.0
COCC(=O)Nc1ccc2c(c1)C(=O)N(C)[C@H]1CC[C@H](CC(=O)NC3CCCC3)O[C@@H]1CO2,-1.1,.,2.3,-0.1,6.4,.,4.6,0.3
COc1ccc(NC(=O)CSc2ccc(-c3cccnc3)nn2)cc1,-4.3,6.9,1.8,0.0,0.3,0.0,2.0,0.0

# Reprinted at random: two records from the list
SMILES,esBAF inh,S100A4 MyoIIA,FN deposit inh,E-sel inducer,EWS-Fli inh,RAD52 anneal inh,RAD54 branch,Xi reactivation
CSc1ncc(F)c(N(CCO)CCO)n1,-9.7,.,4.5,0.3,.,.,-2.1,0.1
COc1ccc(NC(=O)CSc2ccc(-c3cccnc3)nn2)cc1,-4.3,6.9,1.8,0.0,0.3,0.0,2.0,0.0
